Bioassay records deposited in PubChem by The Scripps Research Institute Molecular Screening Center.
GPR151 ag = activators of human GPR151 | Q8TDV0 | activation, % at 11.2 µM | PathHunter beta-arrestin GPR151 cells, luminescence | 1% of 650,000 active; in the data active means activation above about 4.9%;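 further: 0% = median of compound wells and 100% = cells with positive control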
Target sequence (Q8TDV0 whole entry, looked up): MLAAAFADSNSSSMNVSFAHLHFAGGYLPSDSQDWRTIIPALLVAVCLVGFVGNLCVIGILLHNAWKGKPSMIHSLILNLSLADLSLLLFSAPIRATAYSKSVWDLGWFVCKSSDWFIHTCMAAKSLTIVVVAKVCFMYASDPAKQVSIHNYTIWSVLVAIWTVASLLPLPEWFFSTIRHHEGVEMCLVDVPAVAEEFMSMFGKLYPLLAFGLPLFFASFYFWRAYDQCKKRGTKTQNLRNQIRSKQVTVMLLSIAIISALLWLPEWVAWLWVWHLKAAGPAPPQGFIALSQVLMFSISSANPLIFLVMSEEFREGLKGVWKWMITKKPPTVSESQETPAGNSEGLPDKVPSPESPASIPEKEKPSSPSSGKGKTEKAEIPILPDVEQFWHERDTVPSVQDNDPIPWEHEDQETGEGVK
TEAD-YAP inh = TEAD-YAP interaction inhibition; HEK-TIYL cells, TEAD-Gal4/YAP UAS-luciferase luminescence; inhibition, % at 9.12 µM; 1.4% of 640,000 active; AID 1259422; in the data active means inhibition above about 32%;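 further: 0% = median of test compound wells and 100% = reference inhibitor wells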
MITF inh = inhibitors of human MITF. 0.91% of 650,000 active. AID 1259374. inhibition, % at 2.6 µM. AlphaScreen MITF homodimerization, bead proximity signal. O75030; in the data active means inhibition above about 50%;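 further: 0% = vehicle wells with protein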
FBW7 activator = activators of human E3 ligase FBW7. Q969H0. AlphaScreen FBW7–phospho-cyclin E peptide binding, activator screen. normalized activity (activation), % at 26.1 µM. 0.13% of 650,000 active. AID 1259310; in the data active means normalized activity above about 1.9%;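 further: purified mutant Fbw7 with reduced substrate affinity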
Target sequence (Q969H0 whole entry, looked up): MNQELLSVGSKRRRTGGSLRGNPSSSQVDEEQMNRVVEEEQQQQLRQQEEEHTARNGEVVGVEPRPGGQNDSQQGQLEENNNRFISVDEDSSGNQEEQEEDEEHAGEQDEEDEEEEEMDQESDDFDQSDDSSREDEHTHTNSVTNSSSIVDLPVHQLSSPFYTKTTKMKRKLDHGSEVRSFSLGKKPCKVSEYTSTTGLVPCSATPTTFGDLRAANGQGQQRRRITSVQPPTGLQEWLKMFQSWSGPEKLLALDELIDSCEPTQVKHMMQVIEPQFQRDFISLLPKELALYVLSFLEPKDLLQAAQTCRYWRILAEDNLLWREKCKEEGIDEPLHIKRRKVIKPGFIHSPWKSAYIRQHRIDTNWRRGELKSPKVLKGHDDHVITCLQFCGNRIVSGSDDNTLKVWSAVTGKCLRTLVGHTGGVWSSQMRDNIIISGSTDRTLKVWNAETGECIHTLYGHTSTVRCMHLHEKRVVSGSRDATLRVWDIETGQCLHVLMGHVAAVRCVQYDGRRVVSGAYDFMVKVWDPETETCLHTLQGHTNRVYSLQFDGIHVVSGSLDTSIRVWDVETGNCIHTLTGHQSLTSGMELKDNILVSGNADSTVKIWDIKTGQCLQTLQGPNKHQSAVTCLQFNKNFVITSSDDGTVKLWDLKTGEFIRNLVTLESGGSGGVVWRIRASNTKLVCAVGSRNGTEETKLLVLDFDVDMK
* = called active by the depositor.

`NC(=O)C1CCCc2c1[nH]c1ccc(Br)cc21` (centres undefined) gave GPR151 ag 0.4, TEAD-YAP inh 4.0, MITF inh 8.7 and FBW7 activator -0.1.
For CCOc1ccc(NC(=O)C2CC(C)=C(C)CC2C(=O)O)cc1 (centres undefined) the results were GPR151 ag 0.0, TEAD-YAP inh 5.4, MITF inh 10.9 and FBW7 activator -0.1.
COc1ccc(C2=NN3COc4ccc(Br)cc4C3C2)cc1 (centres undefined) was read as GPR151 ag 1.3, TEAD-YAP inh 11.0, MITF inh 0.6 and FBW7 activator -0.1.
Screening Cc1ccc([N+](=O)[O-])cc1S(=O)(=O)Nc1nc2c(F)cc(F)cc2s1 returned GPR151 ag -2.3, TEAD-YAP inh -6.9, MITF inh 13.0 and FBW7 activator -0.1.
For COc1cc(NC(=O)c2noc3c2CCc2ccccc2-3)cc(OC)c1OC the results were GPR151 ag -1.0, TEAD-YAP inh 4.9, MITF inh -4.5 and FBW7 activator 0.0.
CCOC(=O)c1c(C)oc2ccc(NS(=O)(=O)c3ccc(Cl)c([N+](=O)[O-])c3)cc12 was read as GPR151 ag 0.3, TEAD-YAP inh -2.9, MITF inh 2.3 and FBW7 activator 0.3.
Screening NC(=O)c1ccc(-c2cncc(C(=O)NC3CC3)c2)cc1 returned GPR151 ag -1.4, TEAD-YAP inh 8.6, MITF inh -4.5 and FBW7 activator 0.4.
Screening c1cc2c(cc1-c1nc3sc(-c4ccc5c(c4)OCO5)nc3s1)OCO2 returned GPR151 ag 0.3, TEAD-YAP inh 1.7, MITF inh 5.1 and FBW7 activator 0.0.
For CC(C)C(=O)N1CCN(c2ccc(NC(=O)COc3ccccc3Cl)cc2)CC1 the results were GPR151 ag 1.6, TEAD-YAP inh 25.2, MITF inh 16.8 and FBW7 activator 0.4.
Screening Cc1ccc(-n2c(SCC(=O)Nc3nccs3)nc3c(sc(=S)n3-c3ccccc3C)c2=O)cc1 returned GPR151 ag 2.1, TEAD-YAP inh 7.8, MITF inh -10.4 and FBW7 activator 0.0.
Cc1ccc(S(=O)(=O)Oc2cccc(C=C3C(=O)NC(=O)NC3=O)c2)cc1 was read as GPR151 ag -0.6, TEAD-YAP inh -31.2, MITF inh -5.8 and FBW7 activator 0.2.
Screening Cc1ccc(-n2c(Cc3cccn3C)nnc2SCC(=O)NCc2ccccc2)cc1 returned GPR151 ag 0.2, TEAD-YAP inh -5.6, MITF inh -5.9 and FBW7 activator -0.1.
`CCOC(=O)c1cnc2c(c(C)nn2CC)c1Cl` gave GPR151 ag -0.2, TEAD-YAP inh -5.1, MITF inh 6.7 and FBW7 activator -0.1.
Cc1cc(C)cc(OCCCNCCO)c1 was read as GPR151 ag -0.3, TEAD-YAP inh 14.3, MITF inh 7.9 and FBW7 activator 0.2.
CN1C(=O)c2c(N)nc3c(c2C1=O)CCCC3 was read as GPR151 ag -1.1, TEAD-YAP inh 6.3, MITF inh -7.7 and FBW7 activator -0.2.
CCOC(=O)C1=C(C)N=c2s/c(=C\c3cc(Br)ccc3OC(C)=O)c(=O)n2C1c1cccs1 (centres undefined) was read as GPR151 ag 1.1, TEAD-YAP inh 0.3, MITF inh -6.4 and FBW7 activator 0.0.
`O=C1NC2(CCCCCCC2)C(=O)N1CCOc1ccccc1F` gave GPR151 ag 0.0, TEAD-YAP inh 8.4, MITF inh 0.6 and FBW7 activator 0.0.
Screening Cc1ccc2c(c1)N(C(=O)CCC(=O)N1CCN(c3ccccn3)CC1)CCO2 returned GPR151 ag 0.1, TEAD-YAP inh 0.4, MITF inh 2.2 and FBW7 activator -0.1.
Screening N#CCCN(C(=O)Nc1ccccc1)c1ccccc1 returned GPR151 ag -0.3, TEAD-YAP inh -4.5, MITF inh 5.9 and FBW7 activator -0.1.
`CC1(C(=O)NC2CCCCC2)CCC(=O)N1CCc1ccc(Cl)cc1` (centres undefined) gave GPR151 ag 1.3, TEAD-YAP inh -1.1, MITF inh -3.6 and FBW7 activator -0.1.
Screening Cn1c(SCC(=O)Nc2nc3c(s2)CCCC3)nnc1C1CC1 returned GPR151 ag 0.8, TEAD-YAP inh -14.3, MITF inh -3.9 and FBW7 activator 0.9.
For Cc1cc(-c2ccccc2)nc(N/N=C/c2ccccc2F)n1 the results were GPR151 ag -1.7, TEAD-YAP inh -38.2, MITF inh 8.0 and FBW7 activator 0.0.
For CCC(C(=O)Nc1cccc(Cl)c1)n1nc(-c2ccc(OC)cc2)ccc1=O (centres undefined) the results were GPR151 ag -0.7, TEAD-YAP inh -6.7, MITF inh -4.0 and FBW7 activator 0.3.
`Cc1ccc2c(c1)N(CC(=O)Nc1nccs1)C(=O)CO2` gave GPR151 ag -0.2, TEAD-YAP inh 12.0, MITF inh -6.0 and FBW7 activator 0.0.
Screening CCn1c(SC)nc2ccccc2c1=O returned GPR151 ag -1.0, TEAD-YAP inh 2.9, MITF inh 0.3 and FBW7 activator 0.2.
`Fc1ccc2nc3c(nc2c1)c1ccccc1n3Cc1csc(-c2ccc(Cl)cc2)n1` gave GPR151 ag 0.7, TEAD-YAP inh 3.9, MITF inh 9.8 and FBW7 activator 0.0.
Screening CCCCOc1[nH]c2nc(-c3ccccc3)n(Cc3ccccc3)c(=N)c2c1C#N returned GPR151 ag 0.4, TEAD-YAP inh 1.1, MITF inh 11.4 and FBW7 activator 0.1.
For CCOC(=O)C1=C(O)/C(=C/c2cc(OC)c(OC)cc2OC)SC1=Nc1ccccc1 the results were GPR151 ag 1.7, TEAD-YAP inh -27.6, MITF inh 8.8 and FBW7 activator 0.4.
Screening CCCCOc1ccc(/C=C2/N=C(c3cccc(Cl)c3Cl)OC2=O)cc1 returned GPR151 ag 0.4, TEAD-YAP inh -8.5, MITF inh -2.6 and FBW7 activator 0.4.
Screening O=C(NCc1cccs1)c1c[nH]c2c(F)cccc2c1=O returned GPR151 ag 1.2, TEAD-YAP inh 1.7, MITF inh 46.0 and FBW7 activator -0.1.
For CCC1CCCCN1C(=O)Cn1nc(C(=O)O)c2ccccc2c1=O (centres undefined) the results were GPR151 ag -2.2, TEAD-YAP inh 6.4, MITF inh -1.7 and FBW7 activator 0.0.
`CCN1C(=O)N/C(=C/c2cn(CC(=O)Nc3ccc(C)cc3)c3ccccc23)C1=O` gave GPR151 ag -0.6, TEAD-YAP inh 9.4, MITF inh -3.9 and FBW7 activator 0.0.
`Cc1ccc(C2(c3ccc(C)cc3)CC2C(=O)NCc2ccccc2)cc1` (centres undefined) gave GPR151 ag 3.2, TEAD-YAP inh 11.1, MITF inh 9.2 and FBW7 activator 0.1.
Screening CCOC(=O)c1c(-c2ccccc2)oc2ccc(O)c(CN3CCCCCC3)c12 returned GPR151 ag -0.5, TEAD-YAP inh 2.8, MITF inh 14.3 and FBW7 activator 0.0.
CC1=C(C(=O)OCc2ccccc2)C(c2cc3c(cc2Cl)OCO3)C2=C(CC(C)(C)CC2=O)N1 (centres undefined) was read as GPR151 ag 0.2, TEAD-YAP inh -10.2, MITF inh -8.4 and FBW7 activator 0.1.
`N#Cc1ccc(-c2cnn3c(N4CCC(O)CC4)ccnc23)cc1` gave GPR151 ag 0.0, TEAD-YAP inh -9.9, MITF inh -4.5 and FBW7 activator -0.3.
O=C(Nc1ccc(Cl)c(Cl)c1)c1nn2c(C(F)(F)F)cc(-c3cccs3)nc2c1Br was read as GPR151 ag 2.3, TEAD-YAP inh -1.6, MITF inh -10.5 and FBW7 activator 0.0.
`CCNc1nc2ccccn2c(=O)c1/C=C1\SC(=S)N(C2CCCCC2)C1=O` gave GPR151 ag 0.2, TEAD-YAP inh 2.4, MITF inh 13.3 and FBW7 activator 0.0.
For O=C(Cc1ccccc1)Nc1ccc(S(=O)(=O)N2CCCC2)cc1 the results were GPR151 ag -1.3, TEAD-YAP inh -6.3, MITF inh 13.6 and FBW7 activator 0.2.
Screening CCCCOC(=O)CSc1nc2ccc(OC)cc2[nH]1 returned GPR151 ag -1.9, TEAD-YAP inh 4.3, MITF inh -0.8 and FBW7 activator 0.0.
O=C(Nc1ccc(Cl)cc1[N+](=O)[O-])c1ccc(Br)cc1 was read as GPR151 ag -0.2, TEAD-YAP inh 7.3, MITF inh -2.0 and FBW7 activator -0.1.
Screening Cc1ccc2c(c1)NC(c1ccco1)C1=C(CC(C)(C)CC1=O)N2 (centres undefined) returned GPR151 ag -0.1, TEAD-YAP inh 7.3, MITF inh 5.7 and FBW7 activator -0.1.
`CCOC(=O)c1ccccc1NC(=O)CN(c1cccc(Cl)c1Cl)S(C)(=O)=O` gave GPR151 ag 1.6, TEAD-YAP inh -5.5, MITF inh -4.7 and FBW7 activator -0.2.
Screening COc1ccc(OCC(=O)Nc2ncc(Cc3cccc(C(F)(F)F)c3)s2)cc1 returned GPR151 ag 0.3, TEAD-YAP inh 12.2, MITF inh 0.8 and FBW7 activator 0.4.
For CCOc1ccc2c(c1)sc(=NC(=O)CCSc1ccccc1)n2C the results were GPR151 ag 0.0, TEAD-YAP inh 7.8, MITF inh 5.3 and FBW7 activator -0.1.
Screening Cc1ncc(CN2CCC(n3nccc3NC(=O)CC(C)C)CC2)s1 returned GPR151 ag 0.3, TEAD-YAP inh 3.7, MITF inh 13.9 and FBW7 activator 0.3.
For CCOc1cc(CN2CCCN(C)CC2)ccc1O the results were GPR151 ag 0.1, TEAD-YAP inh -3.8, MITF inh 38.7 and FBW7 activator -0.1.
Screening Cc1noc(C)c1-c1nc(NCCN2CCOCC2)c2ncn(C(C)C)c2n1 returned GPR151 ag 1.6, TEAD-YAP inh -1.9, MITF inh 2.4 and FBW7 activator 0.1.
For O=C(c1cccc(F)c1)N1CCN(Cc2cccnc2)CC1 the results were GPR151 ag -0.4, TEAD-YAP inh -2.5, MITF inh 87.1* and FBW7 activator -0.2.
Screening COC(=O)C1=CN(Cc2cccs2)C=C(C(=O)OC)C1c1cccc(O)c1 returned GPR151 ag 1.6, TEAD-YAP inh -10.0, MITF inh -1.6 and FBW7 activator -0.2.
For CCOC(=O)c1c(NC(=O)c2cc([N+](=O)[O-])nn2Cc2ccccc2)sc(C)c1C the results were GPR151 ag 0.0, TEAD-YAP inh -2.3, MITF inh 13.7 and FBW7 activator 0.3.
For N#CC1(C#N)[C@H](c2ccccc2)[C@@H](C(=O)c2ccccc2)N2c3ccc([N+](=O)[O-])cc3C=C[C@@H]21 the results were GPR151 ag 1.3, TEAD-YAP inh -3.1, MITF inh 3.5 and FBW7 activator 0.0.
O=C(O)C1CCC(CN(Cc2ccc(Cl)cc2)S(=O)(=O)c2ccc(F)cc2)CC1 (centres undefined) was read as GPR151 ag -1.0, TEAD-YAP inh 8.2, MITF inh 12.0 and FBW7 activator 0.2.
Cc1ccc2c(c1)-c1c(cnn1CC(=O)N1CCN(c3ccccc3F)CC1)CO2 was read as GPR151 ag 0.1, TEAD-YAP inh -1.4, MITF inh -5.1 and FBW7 activator -0.2.
For O=C(Cc1ccc(N2CCC(NCCc3cccc(F)c3)CC2)cc1)N1CCC(O)CC1 the results were GPR151 ag -0.7, TEAD-YAP inh -5.0, MITF inh 5.3 and FBW7 activator 0.2.
For COc1ccc(/C=C2\N=C(c3ccccc3C)OC2=O)cc1 the results were GPR151 ag 2.2, TEAD-YAP inh 4.8, MITF inh 6.3 and FBW7 activator 1.1.
`COc1cccc(NC(=O)Cn2c3ccccc3c(=O)c3cc(C)ccc32)c1` gave GPR151 ag 1.3, TEAD-YAP inh -4.1, MITF inh 1.0 and FBW7 activator -0.1.
For COc1ccc(Br)cc1CN1CCN(CCOCCO)CC1 the results were GPR151 ag -1.6, TEAD-YAP inh 3.2, MITF inh 66.6* and FBW7 activator -0.1.
`Cc1cc(C)c2c(CC(=O)Nc3ccccc3)coc2c1` gave GPR151 ag -0.1, TEAD-YAP inh -9.4, MITF inh 0.3 and FBW7 activator 0.1.
`c1cnc(Nc2nc(Nc3ccc4c(c3)OCO4)c3ncn(C4CCCCC4)c3n2)cn1` gave GPR151 ag -0.4, TEAD-YAP inh -22.7, MITF inh 0.6 and FBW7 activator -0.2.

Structural class, the compounds so far containing an aryl thioether with sulfur outside any ring
Screening Cc1ccc(-n2c(SCC(=O)Nc3nccs3)nc3c(sc(=S)n3-c3ccccc3C)c2=O)cc1 returned GPR151 ag 2.1, TEAD-YAP inh 7.8, MITF inh -10.4 and FBW7 activator 0.0.
Screening Cc1ccc(-n2c(Cc3cccn3C)nnc2SCC(=O)NCc2ccccc2)cc1 returned GPR151 ag 0.2, TEAD-YAP inh -5.6, MITF inh -5.9 and FBW7 activator -0.1.
Screening Cn1c(SCC(=O)Nc2nc3c(s2)CCCC3)nnc1C1CC1 returned GPR151 ag 0.8, TEAD-YAP inh -14.3, MITF inh -3.9 and FBW7 activator 0.9.
Screening CCn1c(SC)nc2ccccc2c1=O returned GPR151 ag -1.0, TEAD-YAP inh 2.9, MITF inh 0.3 and FBW7 activator 0.2.
Screening CCCCOC(=O)CSc1nc2ccc(OC)cc2[nH]1 returned GPR151 ag -1.9, TEAD-YAP inh 4.3, MITF inh -0.8 and FBW7 activator 0.0.
For CCOc1ccc2c(c1)sc(=NC(=O)CCSc1ccccc1)n2C the results were GPR151 ag 0.0, TEAD-YAP inh 7.8, MITF inh 5.3 and FBW7 activator -0.1.

More compounds.
For CCCCCCNc1nc(Cl)nc(NCc2ccco2)n1 the results were GPR151 ag 3.7, TEAD-YAP inh 10.7, MITF inh 5.8 and FBW7 activator 0.0.
Screening O=C(OCCN1C(=O)c2cccc3c(N4CCOCC4)ccc(c23)C1=O)c1ccccc1Br returned GPR151 ag 1.4, TEAD-YAP inh -4.2, MITF inh -1.0 and FBW7 activator -0.1.
Cc1nnc(SCC(=O)Nc2ccccc2[N+](=O)[O-])s1 was read as GPR151 ag -1.0, TEAD-YAP inh -1.6, MITF inh 0.7 and FBW7 activator 0.7.
`O=C(Nc1ccc2[nH]ncc2c1)[C@H](O)CSc1ccc(Br)cc1` gave GPR151 ag -1.7, TEAD-YAP inh -3.2, MITF inh 15.9 and FBW7 activator 0.2.
